Compound activity (PubChem)
GAA glycogen – GAA glycogen-cleavage inhibition or activation; recombinant GAA, glycogen substrate, Amplex Red glucose oxidase fluorescence; Potency, µM (series often up to 76.4 µM), inactives show at the top dose activity change, negative = inhibition, most hits filed as inhibitors; 0.38% of 300,000 active; P10253; active = well fitted inhibition curve with a large enough effect; inconclusive = small, poorly fitted or top-dose-only effect, or another doubt; inactive = no such curve, though single readings can be large or run the other way;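 note: 0% = full enzyme reaction and -100% = no-enzyme basal signal; the screen sought inhibitors and activators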
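Natural-substrate format: glycogen cleavage by 4 nM human enzyme, glucose read by Amplex Red coupling (Ex 573, Em 610 nm). Normalized to enzyme and no-enzyme controls.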
* marks the source's active call; other numbers are inactive results; ? = inconclusive; [ ] = remark or other dose. Potency is the fitted concentration of half-maximal effect. Not all compounds are listed; count on the stated rates, not on these rows.

SMILES	GAA glycogen
COc1ccccc1N1CCN(C2CC(=O)N(c3ccccc3)C2=O)CC1 (configuration not stated)	5%[76.3 µM]
Cc1ccc(C#N)c(SCCN2CCCCC2)n1	7%
CCOC(=O)c1sc(NC(=O)CSc2nccn2C)nc1C	4%[76.3 µM]
CC1Sc2ccc(S(=O)(=O)NCCc3ccc(S(N)(=O)=O)cc3)cc2NC1=O (configuration not stated)	-15%[76.3 µM]
CS(=O)(=O)Nc1ccc(C(=O)Nc2ccccc2-c2ccccc2)cc1	-18%[76.3 µM]
O=C(NNS(=O)(=O)c1ccccc1)c1ccc(F)cc1	-27%[76.3 µM]
COc1ccc(/C=C(\NC(=O)c2ccc([N+](=O)[O-])cc2)C(=O)NCCN2CCOCC2)cc1	1%
COc1cccc(NC(=O)COc2ccccc2)c1	12%[76.3 µM]
Cc1onc(-c2c(F)cccc2Cl)c1C(=O)NC(C)c1ccccc1 (configuration not stated)	10%
CCCc1ccc(C(=O)O/N=C(\N)c2ccccn2)cc1	2%[76.3 µM]
O=C(O)c1ccc(Cl)c(S(=O)(=O)N2CCC(Cc3ccccc3)CC2)c1	4%
COc1ccccc1NC(=S)NCc1ccccc1Cl	-3%[76.3 µM]
O=c1cc2c(n[nH]1)-c1ccccc1CC2	-1%
O=C(Nc1ccccc1)c1cccc(C(=O)Nc2ccccc2)n1	-1%[76.3 µM]
COc1ccc(S(=O)(=O)Nc2cccc(-c3ccc(N4CCCCCC4)nn3)c2)c(OC)c1	-2%[76.3 µM]
COc1cccc(C(=O)Nc2ccc(N3CCN(C(=O)c4cccs4)CC3)cc2)c1	6%
CC1CCN(S(=O)(=O)c2ccccc2)CC1	-2%[76.3 µM]
CCOC(=O)c1cc(NC(=O)C2C3C=CC(O3)C2C(=O)O)cc(C(=O)OCC)c1 (configuration not stated)	-6%
O=C(NCc1ccc(F)cc1)C1CCN(S(=O)(=O)c2ccc(Br)s2)CC1	3%
Cc1ccc2c(c1)N(CC(=O)N1CCCCCC1)C(=O)c1cccnc1O2	-11%[76.3 µM]
C[C@H](NC(=O)[C@@H]1CSC2c3ccccc3C(=O)N21)C(=O)NC1CCCC1 (some centres not stated)	1%[76.3 µM]
NC(=O)c1c(NC(=O)c2ccncc2)sc2c1CCCCCC2	2%[76.3 µM]
O=C(c1ccc(-n2cccn2)cc1)N1CCN(c2ncccc2C(F)(F)F)CC1	-1%[76.3 µM]
COC(=O)CCCC(=O)N1CCCC(C(=O)c2ccccc2SC)C1 (configuration not stated)	-12%[15.3 µM]
COc1ccc(CNC(=O)CN(c2ccc(C)cc2)S(=O)(=O)c2c(C)nn(C)c2C)cc1	1%[76.3 µM]

Next part:
SMILES	GAA glycogen
CSCCC(NC(=O)c1cccc(C)c1)C(=O)Nc1sccc1C(N)=O (configuration not stated)	-3%
COc1cc(OC)c(OC)cc1/C=C1\CCC/C(=C\c2cc(OC)c(OC)cc2OC)C1=O	-9%
OCC1OC(Oc2cccc3ccccc23)C(O)C(O)C1O (configuration not stated)	5%
CCc1ccc2[nH]c(C(=O)Nc3ccc(F)cc3Br)cc2c1	-2%
COc1ccc(-n2nc3c(N4CCC(C(=O)NC5CCCCC5)CC4)nnc(C)c3c2C)cc1	-5%[76.3 µM]
O=C(NCc1ncc(C(F)(F)F)cc1Cl)Nc1ccccc1	0%
COc1ccc(C(CNC(=O)Cc2ccccc2)N2CCCCC2)cc1 (configuration not stated)	-5%
CCOC(=O)c1cnc2ccc(OC)cc2c1NCCN1CCOCC1	-5%[76.3 µM]
COC(=O)c1ccccc1S(=O)(=O)N1CCC(NC(=O)C(Cc2cccc(OC)c2OC)NC(C)=O)CC1 (configuration not stated)	12%[76.3 µM]
Cc1ccc(NC(=O)c2cc(-c3ccc4c(c3)OCO4)on2)cc1C	1%[76.3 µM]
COc1cc2c(cc1OC)/C(=C/C(=O)c1ccccc1F)NCC2	6%
CCn1cc(CN2CCN(CC(C)(C)C)C(CCO)C2)c2ccccc21 (configuration not stated)	16%[76.3 µM]
CCc1ccc(C(C)NC(=S)NCc2ccc(F)cc2)cc1 (configuration not stated)	-21%[76.3 µM]
CCc1cc(=O)oc2c(CNCc3c(F)cccc3Cl)c(O)ccc12	-2%
CS(=O)(=O)Nc1ccc(Oc2ncccn2)cc1	-9%
O=C(Cc1ccc(Cl)cc1)NCC(=O)N1CCCCCC1	-14%[76.3 µM]
Cc1ccc(S(=O)(=O)N(CC(=O)Nc2cccnc2)c2cccc(Br)c2)cc1	0%[76.3 µM]
COc1ccc(C(=O)Nn2c(CC(C)C)nc3cc(OC)c(OC)cc3c2=O)c(OC)c1	-15%[76.3 µM]
CCOc1cc(/C=C\c2nc(O)c([N+](=O)[O-])c(=O)[nH]2)ccc1OC(C)C	-3%
CCOCCCNC(=O)C1c2ccccc2Oc2ccccc21	-1%[76.3 µM]
CCCC[C@H]1COCCS(=O)(=O)N1Cc1cccc(Cl)c1	16%[76.3 µM]
COc1cc(/C=C2\SC(=Nc3ccccc3)NC2=O)cc(Cl)c1O	0%
COC(=O)C1=C(C)NC(=O)NC1c1ccc2ccccc2c1 (configuration not stated)	17%[76.3 µM]
CC(=O)NS(=O)(=O)c1ccc(NC(=O)CC23CC4CC(CC(Br)(C4)C2)C3)cc1	4%
COc1ccc(-c2nnn(Cc3ccccc3)n2)cc1OC	10%[76.3 µM]

Molecules listed so far that have a CF3 group (two):
SMILES	GAA glycogen
O=C(c1ccc(-n2cccn2)cc1)N1CCN(c2ncccc2C(F)(F)F)CC1	-1%[76.3 µM]
O=C(NCc1ncc(C(F)(F)F)cc1Cl)Nc1ccccc1	0%

(continued)
SMILES	GAA glycogen
O=S(=O)(c1cc(Br)ccc1Br)N1CCCCCC1	-4%
CSc1ccccc1OCc1cc(C(=O)NC(C)Cc2cccc(C)n2)no1 (configuration not stated)	-1%[76.3 µM]
O=C(c1cc2ccccc2s1)N1CCN(c2ccccn2)CC1	5%[76.3 µM]
CCS(=O)(=O)N1CCc2cc(C(=O)Nc3ccc(C)c(Cl)c3)ccc21	-3%[76.3 µM]
Oc1ccccc1-c1nc(NC2CCCC2)c2ccccc2n1	-9%
CCOc1ccc(CCNC(=O)c2ccc(F)c(S(=O)(=O)N3CCOCC3)c2)cc1OCC	4%[76.3 µM]
COc1cccc2cc(CC(=O)c3ccc(C)cc3C)c(=O)oc12	-4%
CCOC(=O)C1=C(C)N=c2s/c(=C/c3cccc([N+](=O)[O-])c3O)c(=O)n2C1c1ccccc1 (configuration not stated)	-20%
CCOc1ccc(-n2nc3cc(C)c(N)cc3n2)cc1	-2%[76.3 µM]
CCOc1ccc(/C=C2\SC(=S)N(CCC(=O)Nc3ccccc3C(=O)O)C2=O)cc1	5%
Cc1c(C(=O)OCC(=O)N(C)c2ccccc2)oc2ccccc12	-12%[76.3 µM]
O=C(Cn1ccc([N+](=O)[O-])n1)NCC1CCCO1 (configuration not stated)	2%[76.3 µM]
Cc1cc(C(=O)NNC(=O)c2cccs2)nn1C(C)(C)C	-5%[76.3 µM]
Cc1nnc(Cn2cnc3c2c(=O)n(C)c(=O)n3C)o1	15%
COc1ccc(NC(=O)n2ncc3cc(Cl)ccc32)cc1OC	?
CC(=O)Nc1ccc(NC(=O)C2CCCN2C(=O)Nc2ccc(F)cc2)cc1 (configuration not stated)	-2%
CC1Cc2ccccc2N1C(=O)CSc1nnc(N)s1 (configuration not stated)	-4%[76.3 µM]
COc1ccc(C(C(=O)NCC2CCCO2)N(Cc2ccccc2)C(=O)CNC(=O)c2ccco2)cc1OC (configuration not stated)	1%
CCn1c(=O)n(CC)c2cc(N3CCCC3)c(NC(=O)c3ccccc3Br)cc21	?
COc1ccc2oc(=O)c(C(=O)NC3CCCCCC3)cc2c1	-10%[76.3 µM]
O=C(O)c1cc(N2C(=O)CCC2=O)ccc1Cl	-11%[76.3 µM]
COCCCNC(=O)Cc1c(C)c2c(cc(C)c3c(C(C)(C)C)coc32)oc1=O	1%
COc1ccccc1Cn1ccn(CC(=O)Nc2c(C)cc(C)cc2C)c(=O)c1=O	-4%[76.3 µM]
CCN(CC)C(=O)c1ccc(-c2nnc(Nc3ccc(C(=O)N(C)C)cc3)c3ccccc23)cc1	-10%[15.3 µM]
COc1cc2c(cc1OC)/C(=C/C(=O)c1ccc(OC)c([N+](=O)[O-])c1)NCC2	4%

In a second layout: entries from further up
CCN(CC)C(=O)c1ccc(-c2nnc(Nc3ccc(C(=O)N(C)C)cc3)c3ccccc23)cc1
  GAA glycogen = -10%[15.3 µM]
Cc1c(C(=O)OCC(=O)N(C)c2ccccc2)oc2ccccc12
  GAA glycogen = -12%[76.3 µM]

Rewritten as a markdown table: entries from further up
| smiles | GAA glycogen |
| --- | --- |
| COC(=O)c1ccccc1S(=O)(=O)N1CCC(NC(=O)C(Cc2cccc(OC)c2OC)NC(C)=O)CC1 (configuration not stated) | 12%[76.3 µM] |
| Cc1ccc(NC(=O)c2cc(-c3ccc4c(c3)OCO4)on2)cc1C | 1%[76.3 µM] |
| COc1cc2c(cc1OC)/C(=C/C(=O)c1ccccc1F)NCC2 | 6% |
| CCn1cc(CN2CCN(CC(C)(C)C)C(CCO)C2)c2ccccc21 (configuration not stated) | 16%[76.3 µM] |
| CCc1ccc(C(C)NC(=S)NCc2ccc(F)cc2)cc1 (configuration not stated) | -21%[76.3 µM] |

The listing continues.
SMILES	GAA glycogen
C[C@@H](CN=[N+]=[N-])CN1CC[C@H](C(C)(C)C)CCC1=O	18%[76.3 µM]
CCCC(C(=O)NCCC(C)C)N(Cc1ccc(F)cc1)C(=O)c1snc(C(N)=O)c1N (configuration not stated)	-16%[76.3 µM]
COc1ccc(N2CCN(CC(=O)c3ccc(O)cc3O)CC2)cc1	?
C=Cc1ccc(Cn2c(=O)n(CCCOC)c(=O)c3sccc32)cc1	0%[76.3 µM]
Cc1c(CCC(=O)O)c(=O)oc2cc3occ(-c4ccc(Cl)cc4)c3cc12	5%
O=S(=O)(NCCc1ccccc1)c1ccc(Br)cc1	-13%[76.3 µM]
CN(C)CCCNc1oc(-c2ccccc2Cl)nc1S(=O)(=O)c1ccc(F)cc1	1%[76.3 µM]
CCN1CCN(CC(=O)Nc2ccc(S(=O)(=O)N3C(C)CCCC3C)cc2)CC1 (configuration not stated)	3%
COc1ccc(/C=N/OCc2ccc(Br)cc2)c(OC)c1	0%
CCc1ccc(C(=O)Nc2ccc3nc(C)ccc3c2)cc1	-14%
CN1C(=O)C(C)(C)c2cc(S(=O)(=O)NCC(=O)NCc3ccccc3)ccc21	27%[76.3 µM]
CCCCOc1ccc(C2=CSC3=NCCN23)cc1[N+](=O)[O-]	0%
C[C@H](NC(=O)c1ccc(C(C)(C)C)cc1)C(=O)N1CCC2(CC1)NCCc1[nH]cnc12	-13%[76.3 µM]
N=c1oc2ccc(Cl)cc2cc1C(=O)Nc1ccc(F)cc1	-3%
CC(=O)Oc1ccc(-c2ccc(C(=O)NCCc3ccc(S(N)(=O)=O)cc3)cc2)cc1	3%
COc1ccc(C(=O)N2CCCc3ccccc32)cc1Br	-14%[76.3 µM]
Cc1ccc(NC(=O)CSc2nc3c(c(=O)[nH]2)CCCC3)cc1C	-5%[76.3 µM]
COc1ccccc1CN1CC(C(=O)NCc2nccn2C)CCC1=O (configuration not stated)	-6%[76.3 µM]
CCOC(=O)C1CCN(Cc2ccc(OCc3ccccc3)c(OC)c2)CC1	1%[76.3 µM]
O=C(NCCc1ccccc1)c1nc(CS(=O)(=O)c2ccc(Cl)cc2)no1	-1%[76.3 µM]
O=C(O)CN(CCc1ccccc1)S(=O)(=O)c1ccccc1	-3%
O=C(COc1ccc(F)cc1)Nc1nnc(C2CCCCC2)s1	-10%[76.3 µM]
COc1ccccc1CN1CC(C(=O)NCc2cc(C)on2)CCC1=O (configuration not stated)	5%[76.3 µM]
Cc1ccc(CNC(=O)CCSCc2ccccc2F)cc1	1%
Cc1[nH]n(C(N)=S)c(=O)c1N=Nc1ccc(Cl)cc1Cl	2%

Additional results.
SMILES	GAA glycogen
CCOC(=O)C1CCN(Cc2cccc(Oc3ccc(Cl)cc3)c2)CC1	10%[76.3 µM]
O=C(NCCc1cccs1)C(c1ccccc1)c1ccccc1	-6%[76.3 µM]
O=C(COc1ccc2c3c(c(=O)oc2c1)CCCC3)N1CCN(c2ccc(F)cc2)CC1	0%[76.3 µM]
O=C(Nc1cc(-c2nc3ncccc3o2)ccc1Cl)c1ccc([N+](=O)[O-])o1	13%
Cc1ccc(C)c(Oc2cc(F)nc(N)n2)c1	4%
CCOC(=O)C1=C(N)Oc2ccc3ccccc3c2C1c1ccc(O)c(OC)c1 (configuration not stated)	?
CCCNC(=O)C1CCN(S(=O)(=O)c2ccc3[nH]c(=O)ccc3c2)CC1	4%[76.3 µM]
Cc1nc(=O)c(-c2ccccc2)c(C)n1-c1ccccc1	0%[76.3 µM]
